Assay outcomes (PubChem BioAssay)
Mdm2 MdmX PPI: inhibitors of human Mdm2-MdmX association, primary screen, cell-based, luminescence, split luciferase, SaOS-2, uHTS; Protein Mdm4 (Homo sapiens) + E3 ubiquitin-protein ligase Mdm2 (Homo sapiens), …; SaOS-2 split-luciferase Mdm2/MdmX complementation; inhibition, % at 8 µM; hit rate 3% among 330,000;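 active means inhibition of at least 50% at 8 µM in the primary screen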
XBP1 UPR activ: activators of adaptive XBP1 UPR arm, primary screen, cell-based, CHO-XBP1 luciferase reporter, luminescence, uHTS; IRE1-XBP1 UPR activation; percent of tunicamycin response, DMSO as zero; activation, % at 20 µM; hit rate 0.33% among 330,000;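 active means versus positive control, 20 µM dose yields 30% or more activation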;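 further: 100% = tunicamycin at 10 µg/mL and 0% = DMSO only wells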
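Assay system: IRE1-XBP1 luciferase reporter CHO line. Input: 1000 cells/well. Buffer or medium: F12 with 10% serum. Doses: 20 µM, 1% DMSO. Times: overnight seeding at 37 °C, 6 h compound treatment at 37 °C. Technique: Steady-Glo luciferase glow luminescence, 10 min after reagent addition.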
TIM10 inh: growth inhibitors of isogenic TIM10 control yeast, primary screen, counter-screen for tim10-1 yeast inhibitor project, luminescence, uHTS | S. cerevisiae TIM10 strain growth, BacTiter-Glo luminescence, 24 h | hit rate 1.4% among 330,000 | inhibition, % at 10 µM;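 active means inhibition of 40% or more at the single tested concentration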;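 further: wild-type TIM10 isogenic control strain grown at permissive 25 °C; 0% = DMSO yeast wells and 100% = minimal medium wells without yeast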
CXCR6 block: CXCR6 receptor inhibitors, primary screen, cell-based, beta-arrestin, luminescence, CHO-K1 PathHunter, 1536-well; inhibition, % at 20 µM; hit rate 0.36% among 360,000; AID 602244, 2012; in the data active means inhibition above about 34%, passing the limit was not always enough;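 further: antagonist mode with CXCL16 agonist at 10 nM final; 0% = 10 nM CXCL16 with DMSO and 100% = unstimulated wells without agonist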
Target sequence (O00574 whole entry, looked up): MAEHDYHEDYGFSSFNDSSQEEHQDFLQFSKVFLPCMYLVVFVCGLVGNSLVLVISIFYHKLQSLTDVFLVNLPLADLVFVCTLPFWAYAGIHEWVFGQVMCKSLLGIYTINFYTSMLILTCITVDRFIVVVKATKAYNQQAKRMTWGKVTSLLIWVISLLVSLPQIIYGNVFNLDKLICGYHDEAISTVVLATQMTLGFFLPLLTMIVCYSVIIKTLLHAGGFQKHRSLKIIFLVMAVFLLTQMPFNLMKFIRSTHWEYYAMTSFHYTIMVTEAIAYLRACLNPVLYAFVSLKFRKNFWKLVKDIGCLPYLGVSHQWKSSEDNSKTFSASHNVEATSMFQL
APJ antag: antagonists of human apelin receptor APJ, primary screen, CHO-K1 cells, beta-arrestin complementation, luminescence; P35414; inhibition, % at 20 µM; hit rate 0.32% among 330,000; AID 2521, 2010;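 active means inhibition above about 40% at 20 µM, limit read from the data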;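 further: cells challenged with 10 nM apelin-13 agonist together with compound; plate controls were apelin-13 plus DMSO wells for no effect and DMSO wells lacking apelin-13 for full effect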
Target sequence (P35414 whole entry, looked up): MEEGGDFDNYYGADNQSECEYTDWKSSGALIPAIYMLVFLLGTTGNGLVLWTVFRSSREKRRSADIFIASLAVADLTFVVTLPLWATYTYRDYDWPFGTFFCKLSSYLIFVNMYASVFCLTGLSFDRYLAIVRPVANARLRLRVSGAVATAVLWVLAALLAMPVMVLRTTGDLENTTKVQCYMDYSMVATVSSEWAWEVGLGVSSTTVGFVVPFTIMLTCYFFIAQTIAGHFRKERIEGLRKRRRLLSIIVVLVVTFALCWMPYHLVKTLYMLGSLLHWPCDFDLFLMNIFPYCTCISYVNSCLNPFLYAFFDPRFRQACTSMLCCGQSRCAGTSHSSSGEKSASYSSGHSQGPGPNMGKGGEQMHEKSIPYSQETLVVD
APJ agonist: agonists of human apelin receptor APJ, primary screen, CHO-K1 cells, PathHunter beta-arrestin, luminescence | 0% DMSO wells, 100% apelin | activation, % at 20 µM | hit rate 0.11% among 330,000;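 active means activation more than six SD over the plate average, tested at 20 µM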;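 further: 0% = DMSO alone and 100% = apelin-13 at 10 nM; some results filed as inactive read as strong as hits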
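Assay system: CHO-K1 cells stably expressing ProLink-tagged human APJ and arrestin–beta-gal acceptor. Compound dosing: 20 µM single point, 1% DMSO. Times: 16-18 h seeding, 90 min dark compound exposure, 60 min detection. Detection: beta-gal luminescence. Evaluation: APJ–arrestin association signal. Controls: negative DMSO alone, positive Apelin-13 at 10 nM.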
tim23-1 inh: growth inhibitors of tim23-1 mutant yeast, primary screen, luminescence, uHTS. inhibition, % at 20 µM. AID 463212, 2010. S. cerevisiae tim23-1 growth, BacTiter-Glo luminescence, 24 h. hit rate 1.3% among 330,000;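 active means growth inhibition of the mutant yeast at or above 50%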;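 further: temperature-sensitive mutant grown at 25 °C; plate controls were DMSO-treated mutant yeast for no effect and medium wells lacking yeast for full effect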
tim10-1 inh: growth inhibitors of tim10-1 mutant yeast, primary screen, luminescence, uHTS; S. cerevisiae tim10-1 ts strain growth, BacTiter-Glo, 24 h; inhibition, % at 20 µM; hit rate 2.2% among 330,000;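 active means inhibition of at least 40%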;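 further: mutant grown at 25 °C; 0% = DMSO wells with yeast and 100% = wells holding no yeast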
CHOP UPR activ: activators of apoptotic CHOP UPR arm, primary screen, cell-based, CHO-CHOP luciferase reporter, luminescence, uHTS | hit rate 0.34% among 330,000 | AID 449763, 2010 | UPR activation; percent of tunicamycin response over DMSO baseline | activation, % at 10 µM;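 active means at 10 µM dose, activation of 40% or more, normalized to positive control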;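 further: 100% = tunicamycin at 10 µg/mL and 0% = DMSO alone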
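System: CHO CHOP reporter cells. Amount: 500 cells per well. Buffer or medium: F12 medium, 10% FBS. Compound dosing: one dose, 10 µM in 0.5% DMSO. Incubation: 6 h compound exposure at 37 °C after overnight seeding. Technique: Steady-Glo luciferase luminescence. Benchmarks: tunicamycin and DMSO controls.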
The depositor's hits bear a star. The list is partial; count on the stated rates, not on these rows.

`CN(c1ccccc1)c1ccc(/C=N/N2CCOCC2)cc1` gave Mdm2 MdmX PPI -163, XBP1 UPR activ 3, TIM10 inh 10, CXCR6 block -4, APJ antag -14, APJ agonist -1, tim23-1 inh 2, tim10-1 inh 5 and CHOP UPR activ 2.9.
Screening Cn1c(=O)cc(C(=O)N/N=C/c2ccc(Cl)cc2)[nH]c1=O returned Mdm2 MdmX PPI 0, XBP1 UPR activ -1, TIM10 inh -11, CXCR6 block 2, APJ antag -22, APJ agonist -5, tim23-1 inh -12, tim10-1 inh -8 and CHOP UPR activ 1.6.
OCCC1CN(Cc2cnn(-c3ccccc3Cl)c2)CCN1Cc1ccsc1 (stereo not given) was read as Mdm2 MdmX PPI -32, XBP1 UPR activ -2, TIM10 inh -15, CXCR6 block 6, APJ antag -9, APJ agonist 5, tim23-1 inh 30, tim10-1 inh -10 and CHOP UPR activ -0.9.
Screening NS(=O)(=O)c1ccc(CNC(=O)c2sccc2-c2ccccc2)cc1 returned Mdm2 MdmX PPI 1, XBP1 UPR activ -5, TIM10 inh 2, CXCR6 block -6, APJ antag -7, APJ agonist -8, tim23-1 inh 12, tim10-1 inh 5 and CHOP UPR activ 0.9.
`CC(=O)NC1(c2ccc(F)cc2)CCN(C(=O)Nc2ccc(F)cc2F)CC1` gave Mdm2 MdmX PPI 18, XBP1 UPR activ -3, TIM10 inh 7, CXCR6 block -2, APJ antag -11, APJ agonist -4, tim23-1 inh 11, tim10-1 inh 14 and CHOP UPR activ -3.0.
C=CCn1c(SC/C=C/c2ccccc2)nnc1-c1sc(N)nc1C was read as Mdm2 MdmX PPI -2, XBP1 UPR activ -4, TIM10 inh -5, CXCR6 block -6, APJ antag 5, APJ agonist 2, tim23-1 inh 16, tim10-1 inh 9 and CHOP UPR activ 2.0.
For O=C(CNC(=O)c1ccccc1F)N/N=C\C=C\c1ccccc1 the results were Mdm2 MdmX PPI 11, XBP1 UPR activ -1, TIM10 inh 4, CXCR6 block 0, APJ antag -1, APJ agonist 1, tim23-1 inh 8, tim10-1 inh -1 and CHOP UPR activ 2.2.
COc1ccc(-c2[nH]ncc2-c2ccc3c(c2)OCCO3)c(O)c1 was read as Mdm2 MdmX PPI 84*, XBP1 UPR activ -2, TIM10 inh 35, CXCR6 block -2, APJ antag -4, APJ agonist -4, tim23-1 inh 46, tim10-1 inh 40* and CHOP UPR activ -2.9.
CC(=O)/C(N=Nc1ccc2c(c1)OCCO2)=C(\C)O was read as Mdm2 MdmX PPI 6, XBP1 UPR activ -12, TIM10 inh -1, CXCR6 block 1, APJ antag -24, APJ agonist 0, tim23-1 inh 22, tim10-1 inh 16 and CHOP UPR activ -5.3.
For O=C(COC(=O)Cc1ccc(Cl)cc1)Nc1cc(S(=O)(=O)N2CCOCC2)ccc1N1CCCC1 the results were Mdm2 MdmX PPI -29, XBP1 UPR activ -2, TIM10 inh 18, CXCR6 block -4, APJ antag 6, APJ agonist 6, tim23-1 inh 19, tim10-1 inh 20 and CHOP UPR activ -1.7.
Screening Cc1ccccc1S(=O)(=O)Cc1ccc(C(=O)O)o1 returned Mdm2 MdmX PPI 23, XBP1 UPR activ -2, TIM10 inh 0, CXCR6 block -6, APJ antag 0, APJ agonist 3, tim23-1 inh -11, tim10-1 inh 4 and CHOP UPR activ -0.1.
For O=C(NCCc1csc(-c2cccnc2)n1)c1ccccc1Br the results were Mdm2 MdmX PPI -23, XBP1 UPR activ -1, TIM10 inh -2, CXCR6 block 11, APJ antag -8, APJ agonist -3, tim23-1 inh 14, tim10-1 inh -5 and CHOP UPR activ 1.4.
C#CCOCCOCCOCCNc1nc(N2CCN(C(=O)[C@H](CCC(=O)O)n3cc(CN)nn3)CC2)nc(N2CCN(C(=O)[C@H](CCCN=C(N)N)n3cc(C(N)[C@@H](C)CC)nn3)CC2)n1 (stereo not given in full) was read as Mdm2 MdmX PPI 8, XBP1 UPR activ -2, TIM10 inh 4, CXCR6 block 3, APJ antag 7, APJ agonist -1, tim23-1 inh 7, tim10-1 inh 17 and CHOP UPR activ 1.6.
`COc1ccc(N2CCN(C(=O)C(OC(C)=O)c3ccccc3)CC2)cc1` (stereo not given) gave Mdm2 MdmX PPI 6, XBP1 UPR activ 0, TIM10 inh 5, CXCR6 block -6, APJ antag -1, APJ agonist -4, tim23-1 inh 11, tim10-1 inh 11 and CHOP UPR activ 1.2.
For O=C1S/C(=C\C=C\c2ccco2)C(=O)N1c1ccc(O)cc1 the results were Mdm2 MdmX PPI 28, XBP1 UPR activ 37*, TIM10 inh 18, CXCR6 block -9, APJ antag 7, APJ agonist 2, tim23-1 inh 6, tim10-1 inh 27 and CHOP UPR activ 168*.
`CC(=O)Nc1ccc(OCC(=O)NCc2ccccc2)cc1` gave Mdm2 MdmX PPI -9, XBP1 UPR activ 4, TIM10 inh 4, CXCR6 block 2, APJ antag -10, APJ agonist -4, tim23-1 inh 7, tim10-1 inh 10 and CHOP UPR activ -1.5.
For O=C(NC(=O)c1ccccc1)OCC(F)(F)F the results were Mdm2 MdmX PPI 1, XBP1 UPR activ -2, TIM10 inh -1, CXCR6 block -5, APJ antag 2, APJ agonist -5, tim23-1 inh -3, tim10-1 inh 16 and CHOP UPR activ -2.0.
C=CCNC(=O)NS(=O)(=O)c1ccc(C)cc1 was read as Mdm2 MdmX PPI 12, XBP1 UPR activ 0, TIM10 inh 0, CXCR6 block -3, APJ antag -41, APJ agonist 2, tim23-1 inh 10, tim10-1 inh 14 and CHOP UPR activ -2.9.
`O=C(Nc1cc(Cl)ccc1-n1cncn1)c1cn2ccccc2n1` gave Mdm2 MdmX PPI -13, XBP1 UPR activ -1, TIM10 inh 10, CXCR6 block -1, APJ antag -10, APJ agonist 5, tim23-1 inh -4, tim10-1 inh 24 and CHOP UPR activ 4.0.
Screening Cc1ccccc1CN1C(=O)C2(OCCCO2)c2ccccc21 returned Mdm2 MdmX PPI 2, XBP1 UPR activ -2, TIM10 inh 14, CXCR6 block 6, APJ antag -4, APJ agonist -1, tim23-1 inh 28, tim10-1 inh 29 and CHOP UPR activ -1.5.

2 entries drawn at random from the list so far, as already listed:
For O=C1S/C(=C\C=C\c2ccco2)C(=O)N1c1ccc(O)cc1 the results were Mdm2 MdmX PPI 28, XBP1 UPR activ 37*, TIM10 inh 18, CXCR6 block -9, APJ antag 7, APJ agonist 2, tim23-1 inh 6, tim10-1 inh 27 and CHOP UPR activ 168*.
Screening Cc1ccccc1S(=O)(=O)Cc1ccc(C(=O)O)o1 returned Mdm2 MdmX PPI 23, XBP1 UPR activ -2, TIM10 inh 0, CXCR6 block -6, APJ antag 0, APJ agonist 3, tim23-1 inh -11, tim10-1 inh 4 and CHOP UPR activ -0.1.

The listing continues:
For Cc1ccc(O)c(NC(=O)c2cc(-c3ccco3)on2)c1 the results were Mdm2 MdmX PPI -20, XBP1 UPR activ 1, TIM10 inh -31, CXCR6 block 9, APJ antag -9, APJ agonist -3, tim23-1 inh -10, tim10-1 inh -102 and CHOP UPR activ 3.1.
`O=C(OCC(=O)N1CCN(S(=O)(=O)c2ccc(Cl)cc2)CC1)c1cccc(OC(F)F)c1` gave Mdm2 MdmX PPI 16, XBP1 UPR activ -3, TIM10 inh 2, CXCR6 block -2, APJ antag -28, APJ agonist 1, tim23-1 inh 8, tim10-1 inh 22 and CHOP UPR activ -1.1.
Screening Cc1ccc(NC(=O)CSc2nnc(CNC(=O)c3ccccc3F)o2)cc1 returned Mdm2 MdmX PPI -24, XBP1 UPR activ 0, TIM10 inh 0, CXCR6 block 2, APJ antag -9, APJ agonist 0, tim23-1 inh 17, tim10-1 inh 3 and CHOP UPR activ 0.5.
`Cc1cccc(N2C(=O)CC(N3CCN(c4cccc(C(F)(F)F)c4)CC3)C2=O)c1` (stereo not given) gave Mdm2 MdmX PPI -3, XBP1 UPR activ 0, TIM10 inh 26, CXCR6 block 0, APJ antag -10, APJ agonist -4, tim23-1 inh 19, tim10-1 inh 30 and CHOP UPR activ 0.0.
For CCCC(=O)NC(=S)Nc1cc(-c2nc3ncccc3o2)ccc1C the results were Mdm2 MdmX PPI 25, XBP1 UPR activ -2, TIM10 inh 23, CXCR6 block 7, APJ antag -2, APJ agonist 0, tim23-1 inh 26, tim10-1 inh 25 and CHOP UPR activ 2.7.
For COc1nnc(-c2ccc(C)c(S(=O)(=O)NC(C)(C)CO)c2)c2ccccc12 the results were Mdm2 MdmX PPI 1, XBP1 UPR activ 2, TIM10 inh -3, CXCR6 block 5, APJ antag 18, APJ agonist -4, tim23-1 inh 10, tim10-1 inh 7 and CHOP UPR activ 1.8.
COC(=O)N/N=C(C)\C=C\c1ccco1 was read as Mdm2 MdmX PPI 17, XBP1 UPR activ 1, TIM10 inh 16, CXCR6 block 5, APJ antag 8, APJ agonist -4, tim23-1 inh 0, tim10-1 inh 10 and CHOP UPR activ 1.0.
For Clc1ccc2noc(-c3ccccc3)c2c1 the results were Mdm2 MdmX PPI 12, XBP1 UPR activ 0, TIM10 inh -2, CXCR6 block 3, APJ antag -1, APJ agonist 3, tim23-1 inh 7, tim10-1 inh 4 and CHOP UPR activ -0.2.
Screening COc1ccc(CCn2c(C)cc(C(=O)CSc3nnc(N)s3)c2C)cc1 returned Mdm2 MdmX PPI -5, XBP1 UPR activ -1, TIM10 inh 34, CXCR6 block -8, APJ antag -14, APJ agonist 9, tim23-1 inh 23, tim10-1 inh 24 and CHOP UPR activ 0.9.
`CCn1nc(C(=O)NCCc2ccc(S(N)(=O)=O)cc2)c2ccccc2c1=O` gave Mdm2 MdmX PPI 11, XBP1 UPR activ -1, TIM10 inh -4, CXCR6 block -3, APJ antag 2, APJ agonist -2, tim23-1 inh 14, tim10-1 inh 10 and CHOP UPR activ -0.4.
Screening CCSc1cc(N2CCCC2)nc(-c2ccccc2Cl)n1 returned Mdm2 MdmX PPI 12, XBP1 UPR activ -2, TIM10 inh 18, CXCR6 block -8, APJ antag 14, APJ agonist -4, tim23-1 inh 32, tim10-1 inh 15 and CHOP UPR activ 0.2.
`CC(C)c1ccc(NC2CCCN(C(=O)c3cnn(C(C)C)c3)C2)cc1` (stereo not given) gave Mdm2 MdmX PPI 21, XBP1 UPR activ -3, TIM10 inh 15, CXCR6 block 4, APJ antag -8, APJ agonist -9, tim23-1 inh 22, tim10-1 inh 19 and CHOP UPR activ -1.0.
For CCN(Cc1ccccc1)C(=O)COC(=O)Cn1cnc2ccccc21 the results were Mdm2 MdmX PPI -8, XBP1 UPR activ -3, TIM10 inh 6, CXCR6 block 6, APJ antag -1, APJ agonist -1, tim23-1 inh 3, tim10-1 inh 10 and CHOP UPR activ -2.3.
